rCAG RNA binder – r(CAG) repeat RNA binding; TO-PRO-1 dye displacement fluorescence; inhibition, % at 3 µM; actives 1.3% (n = 370,000); AID 651821;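 active = inhibition above the plate cutoff, the mean of all test compounds on that plate plus 3 SD, cut at about 35% in these data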;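 note: 0% = DMSO alone and 100% = 100 µM mitoxantrone as full dye displacement; higher means more dye released from RNA so lower well fluorescence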
FXN GAA850 act – activators of GAA850 frataxin (FXN) promoter; HEK293 lucGAA850 FXN promoter luciferase reporter, 24 h; percent of 10 µM SAHA response; activation, % at 6 µM; actives 0.56% (n = 360,000);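 active = activation above the average of all compounds screened plus 3 SD, cutoff fixed separately per campaign, cut at about 7.5% in these data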;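 note: 0% = DMSO wells and 100% = 10 µM SAHA wells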
DDE Tn6 FP inh – disrupts Tn6 cyclic peptide binding to fibrin D-Dimer-E complex. Fibrin DD(E) TRITC-Tn6 fluorescence polarization displacement. inhibition, % at 8.3 µM. actives 0.21% (n = 370,000);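 active = inhibition above a per-campaign cutoff: mean of compounds within control limits plus 3 SD, cut at about 15% in these data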;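 note: 0% = median of all compound wells on the plate and 100% = blocking peptide control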
proKLK7 act – activates the human kallikrein-7 zymogen; actives 0.9% (n = 370,000); activation, % at 7 µM; P49862; purified proKLK7, EDANS-DABCYL substrate fluorescence; 100% is mature enzyme control, 0% vehicle;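 active = activation above the mean of all tested compounds plus 3 SD, computed per campaign excluding outliers beyond control limits, cut at about 13% in these data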
Target sequence (P49862 whole entry, looked up): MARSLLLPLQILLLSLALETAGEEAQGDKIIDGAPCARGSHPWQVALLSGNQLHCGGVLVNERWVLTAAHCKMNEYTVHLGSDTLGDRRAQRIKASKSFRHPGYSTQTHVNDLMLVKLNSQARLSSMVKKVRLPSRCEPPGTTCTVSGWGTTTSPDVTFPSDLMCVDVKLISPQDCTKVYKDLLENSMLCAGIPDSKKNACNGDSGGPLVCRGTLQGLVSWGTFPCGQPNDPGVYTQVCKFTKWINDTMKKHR
ADAM10 inh – inhibitors of human ADAM10 | recombinant ADAM10, EDANS/DABCYL FRET peptide cleavage, 3 h | inhibition, % at 7 µM | O14672 | actives 0.62% (n = 370,000) | AID 720582;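 active = inhibition above a per-campaign cutoff equal to the mean of compounds falling between control-based bounds plus 3 SD, cut at about 20% in these data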;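 note: 0% = DMSO wells while the 100% control is not disclosed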
GC-A act – GC-A (human) enzyme activation. AID 1671463. P16066. actives 0.14% (n = 370,000). HEK293 GC-A cells, cGMP TR-FRET, EC30 ANP; 0% at EC30 ANP, 100% saturating ANP. activation, % at 10 µM; in the data active = activation above about 40%
sPLA2-III inh – Inhibits HGIII-sPLA2 liposome hydrolysis, primary screen; Q9NZ20; QFRET BODIPY PC-A2 liposome hydrolysis, fluorescence; inhibition, % at 12.2 µM; actives 0.56% (n = 370,000); AID 743126;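 active = inhibition above mean plus 3 SD of compounds lying within the high and low control bounds, cut at about 19% in these data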;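 note: 0% = median of test compound wells and 100% = no enzyme DMSO wells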
ARFGAP1 inhibitor – inhibitors of rat ARFGAP1; Q62848; actives 0.26% (n = 360,000); inhibition, % at 16.5 µM; Arfgap1-stimulated ARF1 GTP hydrolysis, GDP FP detection; AID 651572;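 active = inhibition above a per-plate limit, mean inhibition of low control wells plus 3 SD, cut at about 25% in these data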;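 note: 0% = DMSO wells with enzyme and 100% = wells lacking Arfgap1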
Target sequence (Q62848 1-136 limits assumed): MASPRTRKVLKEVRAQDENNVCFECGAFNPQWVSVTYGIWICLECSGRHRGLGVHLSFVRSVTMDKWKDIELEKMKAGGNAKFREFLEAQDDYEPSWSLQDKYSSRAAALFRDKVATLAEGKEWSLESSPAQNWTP
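material = rat Arfgap1 catalytic domain, aa 1-136 | also added = human ARF1(Δ1-17)-GTP substrate | compound dosing = one concentration, 16.5 µM, DMSO 1.26% | times = GTP hydrolysis reaction 2 h at 25 °C | measured by = FP, GDP Alexa 633 tracer displaced from anti-GDP antibody, 620/688 nm | evaluation = percent inhibition of Arfgap1-stimulated GTP hydrolysis | replication = single well per compound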
ASAP1 GAP inh – inhibitors of human ASAP1 ArfGAP activity; actives 0.19% (n = 360,000); ASAP1-stimulated ARF1 GTP hydrolysis, GDP FP detection; Q9ULH1; inhibition, % at 16.5 µM; in the data active = inhibition above about 25%;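 note: 0% = vehicle with enzyme and substrate and 100% = no enzyme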
Target sequence (Q9ULH1 325-724 limits assumed): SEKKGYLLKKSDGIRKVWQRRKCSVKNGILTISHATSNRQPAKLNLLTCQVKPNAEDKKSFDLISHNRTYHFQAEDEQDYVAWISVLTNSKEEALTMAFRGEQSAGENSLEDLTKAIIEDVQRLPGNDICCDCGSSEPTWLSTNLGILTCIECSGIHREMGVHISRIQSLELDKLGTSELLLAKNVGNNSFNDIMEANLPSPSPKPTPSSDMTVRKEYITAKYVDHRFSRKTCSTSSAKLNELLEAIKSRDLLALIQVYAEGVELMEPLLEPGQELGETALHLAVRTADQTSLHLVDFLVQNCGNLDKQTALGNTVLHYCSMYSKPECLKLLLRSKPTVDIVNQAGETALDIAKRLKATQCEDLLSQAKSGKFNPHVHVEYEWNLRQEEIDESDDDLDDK
GC-B act – GC-B (human) receptor activation; HEK293-GC-B cells, CNP EC30, cGMP TR-FRET; 0% at EC30 CNP, 100% saturating CNP; activation, % at 10 µM; P20594; actives 0.11% (n = 370,000);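 active = activation at 10 µM reaching about 35% in either raw or pattern-adjusted values, limit read from the data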
Numbers without * were called inactive; i = inactive; . = no result given.

Compound | rCAG RNA binder | FXN GAA850 act | DDE Tn6 FP inh | proKLK7 act | ADAM10 inh | GC-A act | sPLA2-III inh | ARFGAP1 inhibitor | ASAP1 GAP inh | GC-B act
Cc1ccc(NS(=O)(=O)c2ccc(CCC(=O)NCCCOC(C)C)cc2)cc1 | -1.3 | 1.2 | 12.8 | -0.7 | -5.2 | -2.8 | -8.4 | 12.9 | -9.0 | 2.0
O=C(OCC#CCSc1nc2ccccc2o1)c1cc2ccccc2o1 | 2.7 | 0.8 | 7.3 | -0.4 | -2.7 | 3.6 | 1.2 | 8.4 | -1.1 | -9.8
Cc1cc(C)n(-c2ncnc3c2oc2ccccc23)n1 | -1.0 | 1.2 | 8.7 | -0.4 | -7.8 | 4.3 | 3.4 | -0.2 | 1.1 | -4.6
O=C(Cc1ccc(Br)cc1)OCC(=O)N1CCOCC1 | 0.3 | 1.0 | 6.2 | -0.4 | 2.2 | 0.5 | 6.5 | -3.9 | -4.5 | 1.7
COc1cc(Cl)ccc1OCc1cc(C(=O)N2CCC(N(C)C)C2)no1 (stereo not given) | -4.0 | -0.4 | -3.3 | -0.4 | 1.7 | 14.0 | -5.3 | -6.0 | -4.9 | 2.2
CC(C)(CO)NCc1cccs1 | 5.3 | -0.1 | 9.4 | 0.2 | 9.7 | 3.2 | 2.8 | 1.3 | 17.3 | 2.1
COC(=O)C1=C(C)N(Cc2ccccc2)C(=O)N[C@H]1CCc1ccccc1 | -1.3 | 1.6 | 5.3 | -0.1 | -2.4 | -1.6 | -1.6 | 4.9 | -2.3 | -9.1
CCO[C@H]1OC(C(=O)N2CCN(C)CC2)=C[C@@H](c2csc3ccccc23)[C@@H]1CCCO | -8.7 | 1.9 | 6.2 | 0.3 | -1.3 | -4.0 | 3.3 | -1.8 | -8.0 | -6.0
Cc1ccccc1-c1nnn(CC(=O)N2CCN(C(=O)c3ccco3)CC2)n1 | 0.6 | -0.2 | 6.3 | 0.4 | 1.9 | -0.6 | -1.5 | -9.2 | 10.2 | -0.7
Cc1cc(=O)[nH]c(SCC(=O)N2CCC(C(N)=O)CC2)n1 | 0.0 | -0.3 | -1.1 | -0.3 | 2.2 | -1.3 | 4.0 | 9.4 | -2.6 | 4.2

Other records follow.
Compound | rCAG RNA binder | FXN GAA850 act | DDE Tn6 FP inh | proKLK7 act | ADAM10 inh | GC-A act | sPLA2-III inh | ARFGAP1 inhibitor | ASAP1 GAP inh | GC-B act
C=CCn1c(SCC(=O)NCC2CCCO2)nc2sc(C)c(C)c2c1=O (stereo not given) | -6.5 | 0.9 | 4.1 | -0.6 | -6.1 | -7.2 | 4.1 | -4.4 | 2.0 | -10.1
CCOc1cc(CNCCCN2CCOCC2)ccc1OCC(=O)NC(C)(C)C | -6.1 | -0.3 | -5.7 | 0.3 | -6.0 | 0.7 | -0.2 | -6.2 | 1.1 | 4.8
CCOC(=O)c1cc(-c2ccc(N3CCOCC3)cc2)nn1-c1ccc(F)cc1F | 2.0 | -1.1 | -3.7 | 0.1 | 5.2 | -0.3 | -0.1 | -3.8 | 1.2 | 4.9
COCCNc1nc(Oc2cncc(Cl)c2)c2sccc2n1 | -2.0 | 1.6 | -1.0 | -0.3 | -48.0 | -3.3 | 10.6 | 4.2 | 15.6 | -7.5
Cc1ccc2[nH]c3ccccc3c(=O)c2c1 | -1.8 | 2.2 | -5.2 | 19.1* | i | 3.4 | 4.6 | -1.6 | -4.7 | 3.0
O=C1C=C(c2ccccc2C(F)(F)F)C[C@@H](c2ccc3c(c2)OCO3)C1 | -4.4 | 2.5 | -4.0 | -0.1 | -10.2 | -0.7 | -3.8 | 10.0 | 4.9 | 4.3
CCOC(=O)N1CCN(C(=O)CN(Cc2ccc(Cl)cc2)S(=O)(=O)c2ccc(C)cc2)CC1 | -6.0 | 1.6 | -6.3 | 0.7 | 0.7 | 1.8 | -5.3 | 11.0 | -2.0 | -1.1
Nc1nc2ccccc2n1CCOc1ccc(F)cc1 | 2.5 | 0.4 | -2.9 | 0.8 | 6.8 | -2.7 | -5.4 | 7.8 | 0.3 | -3.9
COCc1ccc(CN2CCC(n3nccc3NC(=O)c3ccc4c(c3)OCO4)CC2)o1 | 3.3 | 0.7 | 0.8 | 0.2 | 2.3 | -3.2 | -2.6 | -2.3 | 2.0 | -8.9
COc1ccc(Cn2c(=O)[nH]c3cc(C(=O)NCCCN4CCCCC4)ccc3c2=O)cc1 | 8.3 | 0.2 | -0.7 | -7.2 | -17.7 | 1.5 | 17.2 | 0.2 | -3.3 | 0.5

(cont.)
Compound | rCAG RNA binder | FXN GAA850 act | DDE Tn6 FP inh | proKLK7 act | ADAM10 inh | GC-A act | sPLA2-III inh | ARFGAP1 inhibitor | ASAP1 GAP inh | GC-B act
Cc1cc(C(=O)Nc2ccccc2C(=O)O)ccc1NC(=O)COc1cccc([N+](=O)[O-])c1 | 15.7 | 2.5 | 4.0 | 0.3 | -0.9 | -4.5 | 1.5 | -7.0 | 6.0 | 1.1
CC1(C)NC(=O)N(CC(=O)Nc2ccc(-n3cnnn3)cc2)C1=O | 0.3 | 0.6 | 4.4 | -0.2 | 1.4 | 1.7 | -7.8 | -4.5 | 3.2 | 3.1
Fc1ccccc1N1CCN(c2ncnc3[nH]ncc23)CC1 | 1.0 | -1.7 | -4.4 | -0.3 | -3.2 | 2.0 | -1.7 | 8.3 | 6.4 | 0.3
CSc1ccccc1NC(=O)CN(C)C(C)C(=O)NC(=O)NC1CCCCC1 (stereo not given) | -9.7 | 1.6 | -0.3 | 0.9 | -10.0 | -0.1 | 2.3 | -0.1 | 4.9 | 0.9
CC(C)(C)c1csc(NC(=O)c2cccs2)n1 | -2.1 | 1.6 | 3.5 | 0.7 | 1.8 | 0.5 | -7.9 | 3.3 | 18.0 | -3.1
CN(C)C(CNC(=O)CSC(=S)N1CCCC1)c1ccccc1 (stereo not given) | 2.3 | 0.3 | 0.4 | 0.6 | -6.8 | -3.9 | 6.4 | 9.3 | -2.8 | 0.5
O=C(c1ccc(F)cc1)N1C2CCC1CC(O)(c1ccc(F)cc1)C2 (stereo not given) | -6.1 | -1.2 | 2.8 | 0.2 | -4.8 | -1.7 | 0.3 | -3.2 | 8.2 | 4.6
COc1ccccc1Cc1c(-c2ccc(Cl)cc2)nc2c(Cl)cc(C(F)(F)F)cn12 | 15.1 | . | 1.5 | -0.7 | -1.9 | 0.0 | -2.0 | -7.0 | 2.9 | 1.3
CCn1c(CCNC(=O)c2ccc(F)cc2)nc2ccccc21 | 1.2 | -1.1 | -1.1 | 0.1 | -4.1 | -4.0 | -2.0 | -6.5 | 4.0 | -3.9
CN1CCC(Oc2ccccc2Sc2ccccc2)CC1 | -0.2 | -0.1 | 3.5 | 0.5 | -2.6 | -11.5 | -30.4 | -7.1 | -4.2 | -13.3

Continuation:
Compound | rCAG RNA binder | FXN GAA850 act | DDE Tn6 FP inh | proKLK7 act | ADAM10 inh | GC-A act | sPLA2-III inh | ARFGAP1 inhibitor | ASAP1 GAP inh | GC-B act
Cc1c(C(=O)Nc2cc(F)cc(F)c2)cnn1-c1ccccc1 | 0.6 | 7.0 | -5.1 | 0.4 | 0.4 | 5.0 | -6.1 | 4.7 | -3.1 | 0.5
CC(C)(C)OC(=O)N1CCC(C(=O)Nc2cccc(C(=O)NCCCc3ccccc3)c2)CC1 | 0.6 | -0.8 | 2.6 | 0.7 | -7.1 | 1.7 | -13.4 | 2.8 | 5.2 | -0.1
O=C(COc1ccc(Cl)cc1Br)Nc1cccc(S(=O)(=O)N2CCCC2)c1 | 5.5 | 1.5 | 7.0 | 0.2 | -4.1 | 9.1 | -13.4 | 7.5 | 2.7 | 3.3
CN(CC(=O)Nc1ccc(F)cc1)C(=O)COc1ccc([N+](=O)[O-])cc1Cl | 0.8 | -1.1 | 3.6 | -0.4 | -4.0 | -5.4 | -3.3 | 1.2 | 3.8 | -5.0
Cc1ccc[n+](C(C)C(=O)Nc2ccc(C)c([N+](=O)[O-])c2)c1 (stereo not given) | 1.4 | 0.0 | -4.5 | 0.5 | -0.5 | 13.7 | -3.6 | -14.2 | 10.0 | -2.0
Cc1cc(-c2onc(C)c2C(N)=O)no1 | -4.7 | 0.4 | 4.8 | -0.1 | -4.4 | 2.9 | 0.2 | 11.2 | -4.6 | 5.2
CC(C)N1CCN(C(=O)c2cccc(Cl)c2)CC1 | -4.0 | 1.0 | 0.5 | -0.2 | -1.2 | 1.0 | 5.2 | 0.9 | 10.3 | 3.7
CCOc1cc(/C=C2\SC(=S)N(C(C(=O)O)c3ccccc3)C2=O)ccc1O (stereo not given) | 65.8* | -3.9 | -0.5 | 1.5 | -10.8 | 0.2 | -15.5 | -26.9 | -2.8 | -3.5
CSc1cccc(NC(=O)Cn2cnc(S(=O)(=O)N3CCCC3)c2)c1 | 0.6 | 2.2 | 0.8 | 0.3 | 4.5 | 1.8 | -3.9 | 2.0 | 5.9 | 1.8
COc1ccc(Cn2cc(COC(=O)N3CCOCC3)nn2)cc1 | 1.9 | . | 0.7 | -0.1 | -10.2 | 3.5 | 6.4 | . | . | -1.6

Carrying on:
Compound | rCAG RNA binder | FXN GAA850 act | DDE Tn6 FP inh | proKLK7 act | ADAM10 inh | GC-A act | sPLA2-III inh | ARFGAP1 inhibitor | ASAP1 GAP inh | GC-B act
CCOC(=O)Cn1c(CN2CCN(C(c3ccccc3)c3ccccc3)CC2)nc2c1c(=O)n(C)c(=O)n2C | 2.4 | 0.8 | 6.6 | 0.4 | -7.5 | -14.6 | -13.2 | -7.9 | -4.3 | -4.5
COCCn1c(C(C)C)nc2ccccc21 | 1.1 | 0.6 | -0.8 | 0.7 | 6.8 | 6.0 | -1.1 | 2.6 | -4.7 | -4.6
COc1ccc(-c2ncncc2-c2ccc(Cl)cc2)c(O)c1 | -5.2 | -0.4 | -1.6 | 0.2 | -3.6 | -4.6 | -22.1 | 13.5 | -10.1 | -1.7
CCCn1nnc(NC(=O)Cc2ccccc2)n1 | 2.0 | -0.1 | 0.0 | 0.6 | 2.0 | 3.6 | 9.4 | -2.3 | -6.7 | 0.5
CCN1C/C(=C/c2sccc2C)c2nc3ccccc3c(C(=O)O)c2C1 | 7.1 | 0.9 | -8.8 | 2.7 | -46.5 | 4.5 | -9.7 | -9.4 | 8.0 | 8.4
COc1ccc(C(=O)ON=C(C)c2nccs2)cc1 | 0.5 | 0.6 | -2.6 | 0.9 | -12.2 | 2.2 | 4.8 | 0.4 | 13.8 | -7.2
O=C(CCS(=O)(=O)c1ccccc1)NNC(=O)COc1ccc(F)cc1 | 1.0 | 1.2 | 5.6 | -0.7 | -4.3 | -0.3 | 12.4 | -2.6 | 2.4 | 0.3
Cc1cc(C)nc(SCC(=O)N/N=C\C(Br)=C\c2ccccc2)n1 | -0.1 | 0.1 | 2.4 | -0.5 | -2.1 | 2.4 | 0.6 | -5.2 | 8.5 | -4.0
CC(=O)OCC(=O)[C@H]1CC[C@H]2[C@@H]3CC=C4C[C@@H](O)CC[C@]4(C)[C@H]3CC[C@]12C | 0.3 | -0.6 | -3.6 | -0.4 | -3.8 | -2.1 | 0.2 | 0.3 | 7.8 | -5.2
COc1cc(-c2ccc3oc(-c4ccsc4)cc(=O)c3c2)cc(OC)c1OC | 7.8 | -5.3 | -14.2 | -0.8 | 4.2 | 13.9 | -33.9 | 4.6 | 7.0 | 17.9

Source: PubChem (several laboratories)
